hcGAS inh: blocks human cGAS activity. recombinant h-cGAS, ATP depletion, Kinase-Glo luminescence. inhibition, % at 12.5 µM. Q8N884. actives 0.081% (n = 290,000);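 also: 0% = vehicle reaction and 100% = reaction without DNA for no activity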
Target sequence (Q8N884 whole entry, looked up): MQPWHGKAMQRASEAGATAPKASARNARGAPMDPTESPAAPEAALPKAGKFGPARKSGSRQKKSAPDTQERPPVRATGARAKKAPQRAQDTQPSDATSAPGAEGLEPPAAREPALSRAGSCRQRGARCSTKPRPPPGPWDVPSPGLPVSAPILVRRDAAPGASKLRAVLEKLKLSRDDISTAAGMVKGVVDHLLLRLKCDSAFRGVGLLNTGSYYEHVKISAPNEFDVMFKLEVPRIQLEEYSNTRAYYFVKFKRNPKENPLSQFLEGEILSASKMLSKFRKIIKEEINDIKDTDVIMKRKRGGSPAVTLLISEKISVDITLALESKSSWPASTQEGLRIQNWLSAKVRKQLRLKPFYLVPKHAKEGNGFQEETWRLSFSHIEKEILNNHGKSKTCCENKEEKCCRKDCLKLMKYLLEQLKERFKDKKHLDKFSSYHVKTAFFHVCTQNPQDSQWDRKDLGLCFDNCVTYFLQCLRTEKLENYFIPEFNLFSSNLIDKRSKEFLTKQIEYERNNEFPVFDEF
NPYLR7 ag: activates Aedes aegypti NPYLR7 receptor | HEK293T NPYLR7/Galpha15, GCaMP6s calcium fluorescence | activation, % at 10 µM | actives 0.15% (n = 270,000) | AID 1259423; in the data active = activation above about 40%;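 also: 0% = vehicle and 100% = reference agonist at the receptor; some compounds past the cut are filed as inactive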
mcGAS inh: blocks mouse cGAS activity; inhibition, % at 12.5 µM; actives 0.15% (n = 160,000); Q8C6L5; AID 1259399; recombinant cGAS, Kinase-Glo ATP depletion luminescence;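 also: 0% = negative control wells and 100% = reference inhibitor with no enzyme activity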
Active calls of the source: *; x = no result given. Rule as the data show it, unless noted: active = inhibition above about 40%; inactive = the rest.

SMILES | hcGAS inh | NPYLR7 ag | mcGAS inh
CN(Cc1ccccc1)Cc1cc(-c2cccs2)on1 | -4 | 5 | x
Cc1cc(S(=O)(=O)N2CCN(c3ccc(C)c(Cl)c3)CC2)ccc1F | -12 | 1 | x
CSc1nc(CN2CCCC2c2cccs2)cc(=O)[nH]1 (stereo not drawn) | 5 | -25 | x
CC(C)(C)c1cc2nc(-c3ccccc3)cc(C(=O)NCCN3CCCC3)n2n1 | 5 | -12 | -2
Cc1nn(Cc2ccccc2)c(C)c1C(=O)NCc1ccco1 | -1 | 4 | -2
O=C(/C=C/c1cccc([N+](=O)[O-])c1)N(Cc1cccnc1)c1nc2c(F)cccc2s1 | -6 | -8 | -8
CC1(C2CC2)NC(=O)N(CC2Cc3ccccc3O2)C1=O (stereo not drawn) | -16 | 5 | -17
CC(Sc1nccn1-c1ccc(C(C)C)cc1)C(=O)NC1CCS(=O)(=O)C1 (stereo not drawn) | -1 | -5 | x
CC(C)COC(=NCCN1CCCCC1)NC(=O)c1cccs1 | -5 | 12 | -6
Cc1cccc(C(=O)N(C)CC(=O)NC(C)(C)C)c1C | -17 | 0 | x
O=C(/C=C/c1ccccc1)Nc1ccc(Nc2cc(-n3cccn3)ncn2)cc1 | -4 | -4 | -8
COC(=O)c1ccc(COC(CN2CCN(S(=O)(=O)c3ccc(F)c(Cl)c3)CC2)c2ccc(Cl)cc2)cc1 (stereo not drawn) | -6 | x | -6
Cc1ccccc1S(=O)(=O)NC(=O)C1(C)CCN1C(=O)C(C)(C)c1ccccc1 (stereo not drawn) | -7 | -1 | x
O=C([C@@H](O)Cc1ccccc1)N1CCCn2cncc2C1 | -4 | 10 | x
O=C(COc1ccccc1)NC1CCN(c2ccccc2C(=O)NCc2ccc(F)cc2)CC1 | -1 | -3 | -4
CC(=O)NS(=O)(=O)c1ccc(NC(=O)c2ccccc2C(=O)O)cc1 | -6 | -2 | x
CCN(CC)C(=O)CSc1ncnc2c1nnn2-c1ccc(OC)cc1 | -4 | 8 | -6
Cc1ccc(C(C)NS(=O)(=O)/C=C/c2ccccc2)o1 (stereo not drawn) | 1 | -3 | x
CCOc1ccccc1NC(=O)N1CCSC1c1cccc(F)c1 (stereo not drawn) | -1 | 15 | -5
CN(Cc1ccc(F)cc1F)S(=O)(=O)C1CS(=O)(=O)c2ccccc21 (stereo not drawn) | -5 | -1 | x
Cc1ccccc1CO[C@]1(C(=O)NCCN2CCOCC2)CC(OCc2cccc(F)c2F)[C@@H]2OC(C)(C)O[C@@H]2C1 (stereo partly drawn) | -3 | 19 | -5
C=CC=COCC(=O)N=c1c(C#N)cc2c(=O)n3cccc(C)c3nc2n1CCCC | -5 | -1 | x
O=C(Nc1nc(-c2ccccc2)ns1)c1ccc(Br)cc1 | -5 | 7 | x
CCc1ccc(C(=O)NC(=S)Nc2cc(C)ccc2O)cc1 | -6 | 1 | x
Cc1cc(CNc2cc(Cl)ccc2Sc2ccc(F)cc2)no1 | -8 | 2 | x
c1coc(CNc2nc(N3CCCCC3)nc(N3CCOCC3)n2)c1 | -4 | -12 | -4
O=C(CC(c1cccc(F)c1)c1cn(Cc2ccccc2)c2ccc([N+](=O)[O-])cc12)NCc1cccc(C(F)(F)F)c1 (stereo not drawn) | -7 | 0 | -4
CCCN(CCC)S(=O)(=O)c1ccc(C(=O)NC)cc1 | 5 | 1 | x
CC1=CCC2COC(c3ccc[n+](C)c3)C1C2 (stereo not drawn) | -8 | 2 | x
COc1cccc(C(N)=O)c1OCC(=O)NCC(F)(F)F | -5 | 6 | x
Cn1cc(S(=O)(=O)NCCN2CCCc3cc(F)ccc32)cn1 | -14 | 7 | x
CC1ON=C(c2ccc3[nH]ccc3c2)N(Cc2cccc(C#N)c2)C1=O (stereo not drawn) | -7 | 10 | x
Cc1ccc2c(c1)c(CNC(C)COc1ccccc1)nn2C (stereo not drawn) | 0 | -5 | x
COc1cccc(CNC(=O)c2ccc(COc3cccc4c3OC(C)(C)C4)cc2)c1 | -2 | -4 | x
O=C(CCN(CCCN1CCOCC1)c1nc(-c2ccccc2Cl)nc2ccccc12)N1CCN(c2ccccc2F)CC1 | -5 | 4 | -5
CN(Cc1noc(C(C)(C)C)n1)Cc1ccccc1N1CCCCC1 | -4 | 2 | x
CN1CC2(CCN(C(=O)c3cc(C4CC4)[nH]n3)C2)OC1=O (stereo not drawn) | -3 | -4 | x
CC(C)S(=O)(=O)c1ccc(F)c(C(=O)NCCc2ccc(F)cc2)c1 | -6 | 5 | -16
CC(C)CCn1c(=O)c2c(nc3n2CCCN3c2ccc(F)cc2)n(C)c1=O | -4 | 0 | -8
CCn1c(C2CCN(C(=O)CCc3cn[nH]c3)CC2)nn(C)c1=O | 5 | 0 | x
O=C1NC(=O)/C(=C/c2cn(Cc3ccccc3)nc2-c2cccnc2)S1 | -9 | 7 | x
COc1ccc(N=Cc2cc(Br)cc(Br)c2O)c(OC)c1 | 2 | 3 | x
O=C(NC1CCOc2ccccc21)c1nc(N2CCCC2)ncc1Cl (stereo not drawn) | 3 | -2 | 0
Cc1cc(=O)n2[nH]c(NC(=O)C(C)C)nc2n1 | -3 | -1 | x
COc1cccc(NC(=O)NCCOc2ccc3nnc(-c4ccccc4)n3n2)c1 | -5 | -3 | -9
Cc1cc(C)n2nc(SCC(=O)Nc3c(F)cccc3F)nc2n1 | 1 | 8 | x
Cc1ccc(S(=O)(=O)NCC(C(C)C)N2CCN(C)CC2)s1 (stereo not drawn) | -11 | 1 | x
CCc1nc(N2CC(c3ccncc3)C2)ncc1C | -5 | 5 | x
O=C(OCc1ccccn1)c1ccccc1S(=O)(=O)N1CCCCC1 | -8 | 8 | -16
Cc1cnc(C(=O)NC2CCCCC2C(C)(C)C)cn1 (stereo not drawn) | 0 | -5 | x
Other entries.
SMILES | hcGAS inh | NPYLR7 ag | mcGAS inh
CN(C)N=CC=C1CCC(=Cc2cccs2)C1=O | -12 | 4 | x
CC1CC(C)CN(C(C)(C)CNC(=O)C2CN(C)CCO2)C1 (stereo not drawn) | -8 | 1 | x
Cc1ccc2c(c1)CCCN2CC(=O)NCc1ccc(S(N)(=O)=O)cc1 | -6 | -2 | x
CCOC(=O)c1sc(NS(=O)(=O)c2ccc(Cl)c(Cl)c2)cc1C | 5 | -6 | x
Cc1nn(C)c(C)c1CCNC(=O)CN1C[C@H]2C[C@H](C1)[C@H]1CCCC(=O)N1C2 | -13 | x | -4
CCCOC(=NC(C)CCCN(CC)CC)NC(=O)c1ccc2c(c1)OCO2 (stereo not drawn) | -3 | -6 | -5
O=C(c1ccc2c(c1)OCO2)C1CCCN(Cc2nc3ccc(F)cc3[nH]2)C1 (stereo not drawn) | -10 | 2 | -10
CCOC(=O)c1sc(NC(=O)CCCl)c(C(=O)OCC)c1C | -5 | -1 | -6
COC[C@@H]1CCCN1C(=O)c1ccc2nc(-c3ccc(O)c(OC)c3)[nH]c2c1 | -6 | 2 | x
O=c1[nH]c2ccccc2n1CN1CCc2ccccc2C1 | 2 | -4 | -1
CN1CCN(n2c3c(c(SCC(=O)NC4CCCCC4)nc2=O)CCCC3)CC1 | -1 | 1 | -5
CCCCN(CC(=O)N1c2ccccc2-n2cccc2C1c1cccc(C)c1)C(=O)Nc1ccc(C)c(C)c1 (stereo not drawn) | -2 | 2 | -4
CCCCN(CC(=O)Nc1cc(-c2ccccc2)nn1-c1ccc(Cl)c(Cl)c1)C(=O)Nc1ccc(SC)cc1 | -4 | 21 | -5
CCC(C)CN(C)c1ccc(F)cc1C=O (stereo not drawn) | -1 | 11 | x
CC(=O)c1ccc(C(=O)N(Cc2cccnc2)c2nc3ccc(Br)cc3s2)cc1 | -3 | -10 | -8
CC(c1ccon1)N(C)C(=O)c1cccc2ccnn12 (stereo not drawn) | -9 | 14 | -17
Fc1ccccc1CCNc1ncnc2ccc(Cl)cc12 | -5 | -3 | x
CCN1C(=O)/C(=C2\SC(=S)N(NC(=O)c3ccccc3)C2=O)c2ccccc21 | 0 | 1 | -4
Cc1c(C(=O)NC2CCCC2)sc(=O)n1Cc1ccc(Cl)c(Cl)c1 | -4 | -11 | x
COc1ccc(CCN(C)c2cc(Cl)nc(SCC(=O)N(CCN(C)C)Cc3ccccc3)n2)cc1OC | 0 | 23 | -6
Cc1cc(C)nc(-n2ncc3c2CC(c2ccccc2C)CC3=O)n1 (stereo not drawn) | -11 | 20 | x
COc1ccccc1N1CCN(C(=O)c2csc(CSc3nnc(-c4ccncc4)n3-c3cccc(C(F)(F)F)c3)n2)CC1 | 3 | 1 | -3
Cn1cnc2c1c(=O)n(CCCSc1nnnn1Cc1cccs1)c(=O)n2C | 0 | 2 | x
Cc1sc(N2C(=O)c3ccccc3C2=O)c(C#N)c1C | 1 | -1 | -5
COc1ccc(N2CCN(C(=O)C3CC=CCC3C(=O)NCCc3ccc(C)cc3)CC2)cc1 (stereo not drawn) | -10 | -7 | x
CC1(Cc2ccc(C(=O)c3ccccc3)cc2)C(=O)Nc2c(Cl)cccc21 (stereo not drawn) | -1 | 3 | -2
O=C(NCCc1cccs1)Nc1ccc2nc([C@@H]3O[C@H](CO)[C@@H](O)[C@H]3O)[nH]c2c1 | -3 | 6 | -5
CCOC(=O)C(=O)N(C)c1c(CC)nc2c(OCc3cccc(OC)c3)cccn12 | -5 | -3 | -3
Cc1cnn(C(C)C(C)NC(C)c2nc(C3CC3)no2)c1 (stereo not drawn) | 5 | -13 | x
COc1ccc(CN(Cc2nc3cc(C)ccc3o2)C(=O)c2cccc(Cl)c2)cc1 | -2 | 1 | -5
CC(C)(C)S(=O)(=O)c1ccc(N2CCN(c3ccc(Cl)cc3)CC2)nn1 | -6 | x | -9
O=C(NC1CCCN(CC2CCCCC2)C1)c1cccc(-n2cnnc2)c1 (stereo not drawn) | -5 | 20 | x
Cc1cccc(-c2noc(N3CCOCC3)c2CN(Cc2ccco2)C(=O)c2ccc(Cl)cc2)c1 | -5 | 9 | -4
CC1(Cc2cc(Cl)ccc2C(F)(F)F)C(=O)Nc2cc(F)ccc21 (stereo not drawn) | 3 | 3 | -3
C#CCNC(=O)c1ccc(N2CCn3c(nnc3C(F)(F)F)C2)nc1 | -3 | 8 | x
CC(=O)NC(C)c1ccc(-c2cccc3cnccc23)cc1 (stereo not drawn) | -4 | 1 | x
Cc1ccc(N2CCn3c(SCc4cccnc4)nnc32)cc1 | -4 | 2 | -10
O=C(O)C(Cc1ccccc1)P(=O)(O)CN1CCOCC1 (stereo not drawn) | -10 | 21 | x
CCONC(=O)NC(c1ccc(OC)cc1)C(C)C (stereo not drawn) | -9 | 13 | x
CC(C)c1nnc(NC(=O)CSc2nnc(NC(=O)c3cccs3)s2)s1 | 0 | 5 | -5
O=C1C[C@H]2CC[C@@H](CN1)N2C1CCN(Cc2ccccc2)CC1 | 0 | x | -15
COc1cc(Nc2nnc(C(O)CC(C)C)s2)cc(OC)c1OC (stereo not drawn) | -3 | 13 | -6
CCOCCCn1c(SCC(=O)N2CCOCC2)nc2cc(S(=O)(=O)N3CCOCC3)ccc21 | -6 | 7 | -5
COc1ccc(-n2c(=O)[nH]c3c(C(N)=O)nc(-c4ccc(O)cc4)nc32)c(OC)c1 | -4 | 2 | -3
CCN1CCC(N(C)C(=O)C2CC3CCCCC3N2C(=O)c2cnn(C)c2C)CC1 (stereo not drawn) | -7 | 4 | x
CC(Oc1ccc(N(C)S(=O)(=O)c2cccs2)cc1)C(=O)Nc1ccc(F)c(F)c1 (stereo not drawn) | -3 | 4 | -6
O=C(c1ccc(F)cc1)N1CCN(S(=O)(=O)c2ccc(F)cc2F)CC1 | 3 | 2 | x
N#CCCNc1cccc(C(F)(F)F)c1 | -8 | 11 | x
COCCCN(CC(=O)N(CCc1c[nH]c2ccccc12)Cc1ccc(F)cc1)C(=O)c1ccc(OC)cc1OC | -3 | 15 | -5
CCN1CCN(CCCN2CC3(CCN(Cc4ncc[nH]4)CC3)OC2=O)CC1 | -3 | x | -4
O=C(CSc1ncn[nH]1)NC(=O)Nc1ccc(Br)cc1 | -16 | 9 | -5
Cn1cc(NC(=O)Nc2cccc(C#Cc3cccs3)c2)cn1 | -7 | 4 | x

Entries from the list above that have an aryl thioether with sulfur outside any ring, in the order listed:
SMILES | hcGAS inh | NPYLR7 ag | mcGAS inh
CSc1nc(CN2CCCC2c2cccs2)cc(=O)[nH]1 (stereo not drawn) | 5 | -25 | x
CC(Sc1nccn1-c1ccc(C(C)C)cc1)C(=O)NC1CCS(=O)(=O)C1 (stereo not drawn) | -1 | -5 | x
CCN(CC)C(=O)CSc1ncnc2c1nnn2-c1ccc(OC)cc1 | -4 | 8 | -6
Cc1cc(CNc2cc(Cl)ccc2Sc2ccc(F)cc2)no1 | -8 | 2 | x
Cc1cc(C)n2nc(SCC(=O)Nc3c(F)cccc3F)nc2n1 | 1 | 8 | x
CN1CCN(n2c3c(c(SCC(=O)NC4CCCCC4)nc2=O)CCCC3)CC1 | -1 | 1 | -5
CCCCN(CC(=O)Nc1cc(-c2ccccc2)nn1-c1ccc(Cl)c(Cl)c1)C(=O)Nc1ccc(SC)cc1 | -4 | 21 | -5
COc1ccc(CCN(C)c2cc(Cl)nc(SCC(=O)N(CCN(C)C)Cc3ccccc3)n2)cc1OC | 0 | 23 | -6
COc1ccccc1N1CCN(C(=O)c2csc(CSc3nnc(-c4ccncc4)n3-c3cccc(C(F)(F)F)c3)n2)CC1 | 3 | 1 | -3
Cn1cnc2c1c(=O)n(CCCSc1nnnn1Cc1cccs1)c(=O)n2C | 0 | 2 | x
Cc1ccc(N2CCn3c(SCc4cccnc4)nnc32)cc1 | -4 | 2 | -10
CC(C)c1nnc(NC(=O)CSc2nnc(NC(=O)c3cccs3)s2)s1 | 0 | 5 | -5
CCOCCCn1c(SCC(=O)N2CCOCC2)nc2cc(S(=O)(=O)N3CCOCC3)ccc21 | -6 | 7 | -5
O=C(CSc1ncn[nH]1)NC(=O)Nc1ccc(Br)cc1 | -16 | 9 | -5

Compound activity (PubChem)
